POLK inh – inhibitors of human DNA polymerase kappa | Q9UBT6 | hit rate 0.53% among 400,000 | AID 588579 | purified Pol kappa, fluorescent DNA synthesis assay, 10 min | Potency, µM (doses to about 107 µM), inactives show at the highest dose activity, negative = inhibition, usual class: inhibitors; further: on the % scale 0 is the no-effect control and ±100 the full control effect
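Kinetic fluorescence screen: compound preincubated 15 min RT with 10 nM enzyme; 50 nM substrate (final) initiates; reads at 0/10 min.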
Anesthetic bind – binds horse apoferritin like a general anesthetic | Potency, µM (titrated, usually from 77.5 µM), without a hit: at the top dose activity change, negative = displacement, hits mostly inhibitors | AID 485281 | apoferritin/1-aminoanthracene competitive binding, fluorescence | hit rate 0.074% among 350,000; further: on the % scale 0 is the no-effect control and ±100 the full control effect; nearly all actives have a fitted effect of over 20% in size
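Steps: apoferritin (10 uM) was premixed with half-saturated 1-AMA in PBS, compounds were pin-transferred, plates stood 10 min at room temperature, fluorescence was read at 380/535 nm, and curves were fitted with a Hill equation.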
POLH inh – DNA polymerase eta (human) inhibition; Potency, µM (series often up to 114 µM), inactives show top-dose activity change, negative = inhibition, hits mostly inhibitors; AID 588591; recombinant Pol eta, fluorescent DNA replication assay; Q9Y253; hit rate 1.2% among 390,000; further: on the % scale 0 is the no-effect control and ±100 the full control effect
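Pol eta at 10 nM preincubated with compounds 15 min at room temperature; reaction started with fluorescent substrate (50 nM final) and read kinetically at 0 and 10 min.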
APEX1 inh – APE1 (human) endonuclease inhibition. AID 2517. Potency, µM (doses to about 65.8 µM), for inactives: at the top dose activity change, negative = inhibition, actives largely listed as inhibitors. recombinant APE1, TAMRA/BHQ-2 abasic DNA cleavage fluorescence. hit rate 0.35% among 350,000. P27695;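 further: plate controls were vehicle for no effect and reference inhibitor for full effect; nearly all actives have a fitted effect of over 55% in size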
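Compound pre-exposure to 0.75 nM APE1, 15 min at ambient temperature. Reaction initiated with 50 nM TAMRA/BHQ-2 THF substrate, read immediately in kinetic mode, 525 nm excitation, 598 nm emission.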
Pol beta inh – blocks human DNA polymerase beta activity | hit rate 1.3% among 340,000 | Potency, µM (series often up to 114 µM), for the others: at the top dose activity change, negative = inhibition, hits mostly inhibitors | Pol beta primer extension/strand displacement, fluorescence kinetic | AID 485314; further: on the % scale 0 is the no-effect control and ±100 the full control effect
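Pol beta (10 nM) and compounds were preincubated 15 min at room temperature, then 50 nM substrate (final) started primer extension/strand displacement. Reads were taken at 0 and 10 min; concentration-response data were fitted to a four-parameter Hill equation.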
BAZ2B block – blocks human BAZ2B; Q9UIF8; AlphaScreen BAZ2B-H3K14Ac peptide displacement; Potency, µM (series often up to 114 µM), inactives show at the top dose activity change, negative = inhibition, actives largely listed as inhibitors; hit rate 4.4% among 360,000; AID 504333; further: on the % scale 0 is the no-effect control and ±100 the full control effect; nearly all actives have a fitted effect of over 60% in size
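Protein-peptide AlphaScreen: BAZ2B 50 nM, b-H3K14Ac 50 nM, 1x PBS pH 7.4 + 0.01% Tween-20. Preincubation 30 min RT; cpd 30 min RT (top 110 uM); beads 20 min RT, light-protected.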
BLM inh – Bloom syndrome helicase (human) inhibition. recombinant BLM DNA unwinding, fluorescence dequenching. hit rate 0.2% among 350,000. Potency, µM (highest dose often 56.1 µM), for inactives: at the top dose activity change, negative = inhibition, usual class: inhibitors;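 further: plate controls were vehicle for no effect and no enzyme for full effect; nearly all actives have a fitted effect of over 35% in size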
Target sequence (P54132 whole entry, looked up): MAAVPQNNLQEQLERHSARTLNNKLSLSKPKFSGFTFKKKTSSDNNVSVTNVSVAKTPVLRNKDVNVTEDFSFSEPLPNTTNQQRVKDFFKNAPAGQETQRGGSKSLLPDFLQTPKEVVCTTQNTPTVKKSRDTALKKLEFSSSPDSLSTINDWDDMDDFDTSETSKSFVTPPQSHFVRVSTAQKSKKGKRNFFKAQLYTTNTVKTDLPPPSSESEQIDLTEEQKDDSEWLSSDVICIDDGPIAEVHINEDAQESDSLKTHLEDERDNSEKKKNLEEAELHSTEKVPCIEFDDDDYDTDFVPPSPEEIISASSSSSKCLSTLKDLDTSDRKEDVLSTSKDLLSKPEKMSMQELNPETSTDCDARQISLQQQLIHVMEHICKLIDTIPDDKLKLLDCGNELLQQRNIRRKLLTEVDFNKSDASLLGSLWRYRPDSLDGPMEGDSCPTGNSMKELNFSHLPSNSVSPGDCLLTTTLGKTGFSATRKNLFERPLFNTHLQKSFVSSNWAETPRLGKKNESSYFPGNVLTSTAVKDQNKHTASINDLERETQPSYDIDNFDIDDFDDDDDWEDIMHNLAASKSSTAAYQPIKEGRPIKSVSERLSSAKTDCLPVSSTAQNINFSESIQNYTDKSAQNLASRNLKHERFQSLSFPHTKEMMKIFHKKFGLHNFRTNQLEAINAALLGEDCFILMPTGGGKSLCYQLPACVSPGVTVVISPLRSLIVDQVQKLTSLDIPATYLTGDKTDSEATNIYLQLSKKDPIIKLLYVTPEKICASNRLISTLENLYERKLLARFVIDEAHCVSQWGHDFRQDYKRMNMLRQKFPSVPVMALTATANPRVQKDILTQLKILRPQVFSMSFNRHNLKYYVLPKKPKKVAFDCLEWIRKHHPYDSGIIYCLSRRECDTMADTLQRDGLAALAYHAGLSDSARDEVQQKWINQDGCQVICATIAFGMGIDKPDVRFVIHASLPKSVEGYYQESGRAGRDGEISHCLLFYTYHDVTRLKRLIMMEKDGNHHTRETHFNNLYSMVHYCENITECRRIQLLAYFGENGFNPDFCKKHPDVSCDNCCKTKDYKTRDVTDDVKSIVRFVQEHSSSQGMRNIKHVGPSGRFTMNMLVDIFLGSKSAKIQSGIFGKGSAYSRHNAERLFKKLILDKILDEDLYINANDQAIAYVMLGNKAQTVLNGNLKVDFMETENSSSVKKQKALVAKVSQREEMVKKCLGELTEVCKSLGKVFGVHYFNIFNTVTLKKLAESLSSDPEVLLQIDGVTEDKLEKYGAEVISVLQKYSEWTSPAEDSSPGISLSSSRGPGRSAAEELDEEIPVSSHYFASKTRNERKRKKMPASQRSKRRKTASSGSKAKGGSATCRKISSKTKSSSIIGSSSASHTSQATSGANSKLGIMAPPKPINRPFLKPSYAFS
G9a block – G9a (human) methyltransferase inhibition. hit rate 8.8% among 350,000. Q96KQ7. G9a H3K9 monomethylation, AlphaScreen, 2 h. AID 504332. Potency, µM (top dose mostly 102 µM), without a hit: at the top dose activity, negative = inhibition, most hits filed as inhibitors; further: on the % scale 0 is the no-effect control and ±100 the full control effect; nearly all actives have a fitted effect of over 75% in size
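Methyltransferase reactions run at room temperature for 2 h (20 nM enzyme, 500 nM biotin-H3K9 peptide, 20 uM SAM) after a 15 min compound preincubation; product detected by AlphaScreen beads and anti-H3K9me1 antibody.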
POLI inh – blocks human DNA polymerase iota activity; Pol iota fluorescent replication assay, 10 min; Potency, µM (series often up to 115 µM), for inactives: top-dose activity, negative = inhibition, usual class: inhibitors; hit rate 1% among 390,000
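Fluorescent replication assay read twice, at 0 min and 10 min after adding 50 nM (final) substrate. Enzyme (10 nM) and compounds were first incubated 15 min at room temperature; enzyme-free buffer wells were negative controls.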
An asterisk follows results filed as active; ? = inconclusive; · = not tested or not shown; & = joins results of further samples; [ ] = dose if it differs, or a comment. The call rests on the fitted dose curve; in most records, active means well fitted curve in the direction sought with a large enough effect; inconclusive means small, poorly fitted or top-dose-only effect, or another doubt; inactive means no such curve, though single readings can be large; an effect the other way counts as inactive or inconclusive. Potency means the concentration at half of the fitted maximal effect. The list is partial. The share of hits here may be higher or lower than overall.

#1 O=C(O)[C@@H]1Cc2ccccc2N1
#2 O=c1n(-c2ccccc2)c(=O)n2n1CCC2
#3 CC(=O)N1N=C(c2cccc(Br)c2)OC12CCCC2
#4 CC(=O)Nc1sc2c(c1C(=O)N1CCOCC1)CCCCC2
#5 Cn1nnc2cc(NC(=O)N3CCN(c4ccccn4)CC3)ccc21
#6 COCCCNC(=O)c1ccc(N2CCCC2)c(NS(=O)(=O)c2ccc(C)cc2)c1

assay / entry	1	2	3	4	5	6
POLK inh	-12%	-4%	-11%	-25%	-11%	-3%
Anesthetic bind	4%	-7%	-10%	-7%	-3%	-6%
POLH inh	7%	9%	-7%	-5%	12%	2%
APEX1 inh	-2%	-2%	?	1%	-1%	-11%
Pol beta inh	-22%	-1%	-21%	1%	27%	60%
BAZ2B block	?	8%	20%	-14%	?	?
BLM inh	-13%	1%	-1%	-2%	-5%	-9%
G9a block	·	-4%[2.33 µM]	5%	-12%[59 µM]	-1%[12.7 µM]	7.9µM*
POLI inh	39%	9%	109%[activator]	-2%	16%	?

#7 O=C(O)CCC(=O)c1ccc2c(c1)OCCO2
#8 O=C(Nc1ccccn1)c1ccc(S(=O)(=O)N2CCCCCC2)cc1
#9 O=C(CSc1ncnc2scc(-c3ccc(F)cc3)c12)c1ccc2c(c1)OCCO2
#10 Cc1cccnc1NC(=O)c1ccc(S(=O)(=O)N2CCCCC2)cc1
#11 Cc1cc2c(c(CO)c1CCO)C(=O)[C@@H](C)[C@@H]2O
#12 COc1ccccc1N1C(=O)c2ccccc2NC1c1ccc(O)cc1 (configuration not stated)

assay / entry	7	8	9	10	11	12
POLK inh	8%	-19%	-3%	-12%	-3%	-2%
Anesthetic bind	-3%	·	-3%	·	·	18%
POLH inh	-19%	-4%	-23%	-4%	-10%	3%
APEX1 inh	-1%	-10%	-8%	11%	26%	0%
Pol beta inh	5%	·	9%	·	·	22%
BAZ2B block	8%	1%	-29%	12%	·	-8%
BLM inh	2%	·	-4%	·	·	-4%
G9a block	16%	13%[59 µM]	?	6%[0.501 µM]	·	9%
POLI inh	4%	11%	0%	14%	?	-8%

#13 CN1CCN(C(=O)CSc2nc(-c3cccs3)ccc2C#N)CC1
#14 Cc1ccc(S(=O)(=O)N2CCN(CC(O)CN3CCOCC3)CC2)cc1 (configuration not stated)
#15 CCOC(=O)N1CCN(CC(=O)c2c[nH]c3ccc(F)cc23)CC1
#16 CC(NC(=O)Cc1ccsc1)c1ccc(S(N)(=O)=O)cc1 (configuration not stated)
#17 CCOC(=O)C(C)C1(O)c2ccccc2-c2ncccc21 (configuration not stated)
#18 O=C(N/N=C/c1cccs1)C(=O)Nc1cccc(Cl)c1

assay / entry	13	14	15	16	17	18
POLK inh	-5%	-3%	·	4%	-14%	-20%
Anesthetic bind	-12%	·	-1%	-7%	-11%	-4%
POLH inh	?	-1%	·	-12%	-18%	2%
APEX1 inh	-1%	8%	1%	-5%	-3%	-2%
Pol beta inh	0%	·	2%	53%	14%	7%
BAZ2B block	1%	-3%	4%	-1%	4%	·
BLM inh	-9%	·	-1%	-8%	-3%	-3%
G9a block	40µM*	10%[2.33 µM]	50µM*	-43%[59 µM]	-27%	8%
POLI inh	?	?	·	15%	6%	-21%

#19 COc1ccc(OC)c(NC(=O)COC(=O)Cn2nnc(-c3ccccc3)n2)c1
#20 Cc1ccc(Br)c(NS(=O)(=O)c2cccc(C(=O)N3CCNC(=O)C3)c2)c1
#21 CC(CC(F)(F)F)N1CCC(n2nccc2NC(=O)CCCc2ccccc2)CC1 (configuration not stated)
#22 O=C(c1ccc2c(c1)OCO2)C1CCCN(C(=O)Nc2ccc(F)cc2F)C1 (configuration not stated)
#23 CCOC(=O)C(NCCc1ccc(F)cc1)(NC(=O)CC)C(F)(F)F (configuration not stated)
#24 Cc1nc2ccc(C(=O)Nc3ccccc3Cl)cc2s1

assay / entry	19	20	21	22	23	24
POLK inh	-9%	-10%	5%	10%	-4%	-4%
Anesthetic bind	·	·	4%	-20%	-13%	-4%
POLH inh	-12%	-15%	-10%	-6%	-2%	-20%
APEX1 inh	3%	-6%	30%	0%	-2%	0%
Pol beta inh	·	·	-6%	25%	49%	18%
BAZ2B block	-3%	·	2%	-34%	5%	14%
BLM inh	·	·	-9%	4%	-4%	-3%
G9a block	19%[59 µM]	·	6%	1%[12.7 µM]	28%	·
POLI inh	-3%	9%	32%[activator]	29%	10%	24%

#25 COc1cccc(NC(=O)CN(C)CC(=O)Nc2cccc(C(F)(F)F)c2)c1
#26 Cc1c(Cl)cccc1N(CC(=O)N1CCCCCC1)S(C)(=O)=O
#27 C=CCC(=O)OCC(=O)Nc1ccc(Oc2ccccc2)cc1
#28 CC(Sc1nnnn1-c1ccc(O)cc1)C(=O)NNC(=O)c1ccc(F)cc1 (configuration not stated)
#29 COc1cc2ccccc2cc1C(=O)Nc1ccc(C)cn1
#30 COc1ccc(N(CC(=O)NCc2ccccc2OC)S(=O)(=O)c2ccccc2)cc1

assay / entry	25	26	27	28	29	30
POLK inh	-6%	-2%	·	-2%	5%	-9%
Anesthetic bind	-2%	-17%	?	·	-9%	-12%
POLH inh	-28%	-3%	·	-11%	3%	3%
APEX1 inh	1%	2%	-3%	-5%	16%	-7%
Pol beta inh	-19%	4%	-9%	·	28%	-3%
BAZ2B block	1%	4%	2%	16%	-1%	3%
BLM inh	-13%	1%	-10%	·	-4%	-1%
G9a block	23%	16%	7%[59 µM]	23%[12.7 µM]	20%	12%
POLI inh	33%	-9%	·	10%	35%	-4%

#31 CC1(C)CC(=O)C=C(NC2CCCCC2)C1
#32 O=c1[nH]cnc2c1nc(NCc1ccccc1)n2C1O[C@@H](CO)[C@H](O)[C@@H]1O (some centres not stated)
#33 C#CCOC(=O)CCCC(=O)NCCCCCCCC
#34 Cc1ccc(N=Cc2c(O)n(-c3ccc4c(c3)OCO4)c(=O)c3ccccc23)cc1
#35 COc1cc(CNCCSc2nnnn2C)cc(Cl)c1OCc1ccccc1
#36 CCOC(=O)CSc1nc2c(sc(=S)n2-c2ccc(CC)cc2)c(=O)[nH]1

assay / entry	31	32	33	34	35	36
POLK inh	-7%	-4%	-8%	-13%	-11%	3%
Anesthetic bind	·	-1%	?	-11%	-3%	-6%
POLH inh	-16%	-4%	-5%	-6%	-13%	-16%
APEX1 inh	24%	-8%	1%	1%	·	31%
Pol beta inh	·	18%	-8%	12%	24%	1%
BAZ2B block	2%	13%	5%	-7%	-15%	-23%
BLM inh	·	-4%	-3%	-5%	-2%	-2%
G9a block	-10%[2.33 µM]	-7%	9%	6%[12.7 µM]	1%[59 µM]	?
POLI inh	9%	-3%	?	5%	-20%	?

The closing four records of the section above open the next one.
#33 C#CCOC(=O)CCCC(=O)NCCCCCCCC
#34 Cc1ccc(N=Cc2c(O)n(-c3ccc4c(c3)OCO4)c(=O)c3ccccc23)cc1
#35 COc1cc(CNCCSc2nnnn2C)cc(Cl)c1OCc1ccccc1
#36 CCOC(=O)CSc1nc2c(sc(=S)n2-c2ccc(CC)cc2)c(=O)[nH]1
#37 O=C(CSc1nc2scc(-c3ccccc3)c2c(=O)[nH]1)N1CCOCC1
#38 COc1ccc(S(=O)(=O)NCC2CCCN(C(=O)CNC(C)=O)C2)cc1 (configuration not stated)
#39 CCCNC(=O)c1ccc2c(c1)N(Cc1cccc(C)c1)C(=O)c1ccccc1S2
#40 C[C@H](CCC(=O)NCC(=O)O)[C@H]1CC[C@H]2[C@@H]3[C@H](O)C[C@@H]4C[C@H](O)CC[C@]4(C)[C@H]3C[C@H](O)[C@]12C
#41 CCOc1cccc2cc(C(=O)Nc3ccccc3-c3ccccc3)c(=O)oc12
#42 CC(C)(C)OC(=O)NNC(=O)c1ccc(Cl)cc1

assay / entry	33	34	35	36	37	38	39	40	41	42
POLK inh	-8%	-13%	-11%	3%	-11%	-9%	-11%[60.1 µM]	-21%&-2%&-8%	10%	-7%
Anesthetic bind	?	-11%	-3%	-6%	45%[activator]	-3%	-13%	-8%	-1%	2%
POLH inh	-5%	-6%	-13%	-16%	-20%	-3%	-10%	-5%&3%&-12%	-18%	-14%
APEX1 inh	1%	1%	·	31%	22%	18%	·	9%&8%&1%	2%	8%
Pol beta inh	-8%	12%	24%	1%	21%	34%	4%	-1%	-17%	24%
BAZ2B block	5%	-7%	-15%	-23%	-13%	-7%	-5%	11%&-1%&-28%	7%	16%
BLM inh	-3%	-5%	-2%	-2%	0%	6%	-8%	-2%	1%	2%
G9a block	9%	6%[12.7 µM]	1%[59 µM]	?	7%	·	2%[59 µM]	7%[59 µM]	-11%[59 µM]	-36%
POLI inh	?	5%	-20%	?	30%	-19%	8%	-2%&13%&-26%	18%	19%

#43 C=CCOc1c(Cl)cc(CNc2ccc(C)c(Cl)c2)cc1OC
#44 CCOc1ccc(S(=O)(=O)N2CCN(C(=S)NCc3ccccc3)CC2)cc1
#45 COc1ccc(OC)c(CN2CCN(C(=O)c3ccc(NS(=O)(=O)c4cccc([N+](=O)[O-])c4)cc3)CC2)c1
#46 O=C(O)Cn1cc(C(=S)N2CCCCC2)c2ccccc21
#47 CC(NC(=O)C1CCCC1)c1ccc2c(c1)OCCO2 (configuration not stated)

assay / entry	43	44	45	46	47
POLK inh	·	1%	-10%	5%	-3%
Anesthetic bind	93%[activator]	14%	·	-14%	-12%
POLH inh	·	-13%	-12%	-9%	-19%
APEX1 inh	-7%	-5%	16%	1%	3%
Pol beta inh	21%	-27%	·	18%	1%
BAZ2B block	9%	-10%	?	6%	9%
BLM inh	-12%	-12%	·	-6%	-2%
G9a block	58%[activator][59 µM]	·	-15%[0.501 µM]	10µM*	4%
POLI inh	·	11%	6%	-9%	18%

Screening results as filed in PubChem BioAssay.
